Screening data from PubChem BioAssay.
AddAB inh – growth inhibition of E. coli expressing H. pylori AddAB, primary screen, AddAB inhibitor project, absorbance | inhibition, % at 11.9 µM | actives 0.29% (n = 330,000) | AID 435030, 2010; in the data active = inhibition above about 12%;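 note: 0% = vehicle wells of infected cells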
OPRM1-OPRD1 ag – agonists of OPRM1-OPRD1 heterodimerization, primary screen, cell-based, luminescence. Mu-type opioid receptor (Homo sapiens) + Delta-type opioid receptor (Homo sapiens), …. AID 504326, 2011. actives 0.3% (n = 340,000). activation, % at 9.3 µM. cells; in the data active = activation above about 18%;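 note: 0% = vehicle-treated cells and 100% = reference agonist; values of inactives mirror those of a sister screen read the other way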
HTR5A ag ctr – HTR5A agonists in luminescence cell assay, primary screen, counter-screen for OPRM1-OPRD1 heterodimer agonist project, full-deck HTS; 5-hydroxytryptamine receptor 5A (Homo sapiens), P47898; cell-based; activation, % at 9.3 µM; actives 0.61% (n = 340,000); AID 504692, 2011; in the data active = activation mostly above about 9.5%, no sharp cut-off; inactive = mostly below about 7.6%;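 note: 0% = cells with vehicle only and 100% = reference agonist; strong numbers were not always called active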
Target sequence (P47898 whole entry, looked up): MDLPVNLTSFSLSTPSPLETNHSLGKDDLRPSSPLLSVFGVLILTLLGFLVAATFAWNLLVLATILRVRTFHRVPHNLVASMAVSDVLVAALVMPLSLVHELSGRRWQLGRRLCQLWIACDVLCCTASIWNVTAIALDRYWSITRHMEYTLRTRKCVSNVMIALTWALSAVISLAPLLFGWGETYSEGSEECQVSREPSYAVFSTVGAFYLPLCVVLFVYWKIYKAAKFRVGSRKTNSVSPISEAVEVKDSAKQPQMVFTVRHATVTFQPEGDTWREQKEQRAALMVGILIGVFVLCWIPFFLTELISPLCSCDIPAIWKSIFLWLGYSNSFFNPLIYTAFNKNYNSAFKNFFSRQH
Ecoli viability – E. coli V3065 growth inhibition, primary screen, counter-screen for AddAB inhibitor project, absorbance, OD600; 18 h; inhibition, % at 11.9 µM; actives 0.27% (n = 330,000); AID 449728, 2010;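 active = inhibition above the campaign's mean inhibition across all tested compounds plus 3 SD, cut at about 9.9% in these data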;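 note: uninfected addAB+ strain grown without phage in ampicillin broth; 0% = DMSO wells and 100% = ciprofloxacin 0.95 µg/ml wells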
PfHsp90 set2 – growth inhibition of PfHsp90-expressing yeast, primary screen, antimalarial PfHsp90 inhibitor project, S. cerevisiae, BacTiter-Glo luminescence, single point, set 2. BacTiter-Glo ATP, 48 h; yeast lacking PDR1 and PDR3 efflux regulators. actives 0.32% (n = 310,000). inhibition, % at 9.4 µM;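 active = every replicate shows inhibition above about 80%, whatever the replicate mean, limit read from the data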;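 note: 0% = DMSO neutral controls and 100% = 20 µM radicicol positive controls; yeast relying on Plasmodium falciparum Hsp90 in place of its own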
SUMO Mot1 rescue – yeast Mot1-301 growth rescue at high temperature, primary screen, SUMOylation pathway inhibitor project, S. cerevisiae, ATP luminescence, 38.5C; S. cerevisiae Mot1-301 growth rescue; percent above DMSO median, 100 means doubled; growth rescue, % at 18.8 µM; actives 1% (n = 320,000); AID 2716, 2010;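 active = every valid replicate shows activation above 250% relative to neutral control wells; inactive = the rest, any valid replicate at or below 250%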;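 note: OY570 slx delta 5 strain wells were the positive control but not used for scaling; some compounds called inactive have numbers as strong as hits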
phage Ecoli inh – growth loss of phage-infected E. coli, primary screen, RecBCD inhibitor project, absorbance, with phage, HTS; inhibition, % at 11.9 µM; actives 0.26% (n = 360,000); in the data active = inhibition above about 11%
HTR5A inv ag – HTR5A inverse agonists in luminescence cell assay, primary screen, counter-screen for OPRM1-OPRD1 heterodimer inverse agonist project, full-deck HTS | actives 0.083% (n = 340,000) | inhibition, % at 9.3 µM | HTR5A cell line, inverse agonism | 5-hydroxytryptamine receptor 5A (Homo sapiens), P47898; in the data active = inhibition mostly above about 23%, no sharp cut-off; inactive = mostly below about 18%;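 note: 0% = cells with DMSO and 100% = no-cell wells with DMSO; some compounds called inactive have numbers as strong as hits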
OPRM1-OPRD1 inv – inverse agonists of MOR-DOR heterodimerization, primary screen, cell-based, luminescence; AID 504357, 2011; actives 0.21% (n = 340,000); cell-based MOR-DOR heterodimer luminescence, inverse agonism; inhibition, % at 9.3 µM; in the data active = inhibition above about 22%, passing the limit was not always enough;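 note: 0% = cells with DMSO and 100% = wells without cells with DMSO; values of inactives mirror those of a sister screen read the other way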
Pemphigus Ab inh – inhibitors of pemphigus antibody binding to DSG3, primary screen, biochemical, bead-based, flow cytometry, scFv-GFP. DSG3-coupled beads, scFv-anti-DSG3-GFP binding; active compounds read low. actives 0.48% (n = 310,000). binding (percent of control), % at 10 µM. AID 588358, 2011;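 active = binding more than 3 SD below its plate's average and above zero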;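 note: hits lower antibody fragment binding to DSG3; some compounds called inactive have numbers as strong as hits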
PKA-R1A act – activators of PKA-R1A holoenzyme, primary screen, biochemical, fluorescence polarization, Cy5-IP20, bovine R1A, mouse PKAc | actives 0.083% (n = 340,000) | cAMP-dependent protein kinase type I-alpha regulatory subunit (Bos taurus) + … | activation, % at 11.4 µM | PKA-R1A dissociation; scaled: DMSO 0%, 113 µM cGMP 100%;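 active = percent activation above the mean of all tested compounds plus 3 SD, cut at about 19% in these data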;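 note: higher means more PKAc released from R1A so a rise in polarization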
* marks the source's active call; other numbers are inactive results; i = inactive; . = not tested or not shown.

Second line of a record – AddAB inh, OPRM1-OPRD1 ag, HTR5A ag ctr, Ecoli viability, PfHsp90 set2, SUMO Mot1 rescue, phage Ecoli inh, HTR5A inv ag, OPRM1-OPRD1 inv, Pemphigus Ab inh, PKA-R1A act
1) CCCNC(=O)CN(C)CC(=O)Nc1ccccc1C#N
    -0.9, -1.0, 1, -0.2, 8, 126, 4.2, 6, 5, 104, -3
2) CCN(Cc1ccccc1)C(=O)CCS(=O)(=O)c1ccc2c(c1)CCN2C(C)=O
    0.9, -3.5, -1, 0.2, -1, 4, 3.2, 6, 18, 92, -14
3) COc1ccc(NC(=O)NC2CCCc3ccccc32)c(OC)c1 (configuration not stated)
    1.2, -1.6, 6, -0.8, -13, -1, -2.0, -21, 9, 119, -2
4) O=C(COC(=O)C1CCC1)NCc1ccccc1Cl
    -1.3, 1.2, -3, 1.8, 0, -2, 4.0, -18, -6, 107, -4
5) CC12CN3CC(C)(CN(C1)C3c1cc3ccccc3[nH]1)C2=O (configuration not stated)
    -0.5, -1.7, -1, 1.5, 0, 11, 1.1, -35, 10, 103, -12
6) CC(C)(C)OC(=O)N1CCN(C(=O)[C@H](Cc2ccc(O)cc2)n2cc(CCO)nn2)CC1
    -1.5, -1.1, 5, -0.2, -1, 5, 3.3, -1, 6, 103, -3
7) O=C(c1ccc([N+](=O)[O-])cc1)N1C=CC(C(F)(F)F)=NCC1
    0.4, -0.3, -2, 4.1, 6, 346*, 5.8, 4, 2, 101, -10
8) COc1ccc(C(C)=O)cc1CS(=O)(=O)CC(=O)O
    3.2, -1.9, 3, -2.9, 1, -9, 1.2, -7, 10, 102, -5
9) O=C(COc1ccc(Cl)cc1Cl)Nc1ccc2nc3n(c(=O)c2c1)CCCC3
    -0.8, -0.3, -1, -1.6, -6, 357, 1.2, -6, 1, 105, -4
10) CCOc1ccccc1CN1CCC(n2nccc2NC(=O)CCCc2ccccc2)CC1
    0.1, 1.3, -1, -1.4, 7, 2, -2.0, 0, -7, ., -8
11) Cc1ccc(-c2cc3ccccc3nc2N2CCOCC2)cc1
    -1.2, ., ., 0.6, 1, -1, 3.4, ., ., ., .
12) O=C(c1ccccc1[N+](=O)[O-])N1CCN(Cc2ccc3c(c2)OCO3)CC1
    -2.4, -0.5, 2, -0.5, 2, 1, 2.4, -6, 3, 104, -4
13) COc1ccc(C(=O)NC(=S)Nc2ccccc2F)cc1
    1.4, 1.8, -1, 0.1, 1, 1, 1.3, 4, -10, 128, 1
14) O=S1(=O)CCN(Cc2ccc(Cl)cc2)CC1
    2.9, 0.3, -3, -0.8, 12, 325, 1.4, 8, -1, ., -16
15) COc1ccccc1NC(=O)NC1(C(=O)N2CCCCC2)CCCCC1
    2.0, 0.5, 2, 2.0, 11, 7, 0.9, -11, -4, 116, 2
16) CCc1ccc(Nc2ncc3c(n2)CC(c2ccc(OC)cc2)CC3=O)cc1 (configuration not stated)
    1.7, -2.1, -2, 3.1, -15, 58, 0.2, -6, 11, 96, -2
17) Clc1ccc2nc(SCc3nnc(-c4ccccc4)o3)[nH]c2c1
    2.8, 4.4, -2, -0.4, -24, 650*, 0.8, 5, -21, 98, 3
18) CCOC(=O)C1CCN(C(=O)c2ccc3c(c2)OCCO3)CC1
    -0.2, -2.5, -3, 0.2, -14, 5, 0.4, 9, 9, ., 2
19) CCOc1cc(NC(=S)NCC2CCCO2)c(OCC)cc1NC(=O)c1ccc(OC)cc1 (configuration not stated)
    -0.2, -3.1, 4, -0.4, -18, -27, 0.0, -25, 17, 120, 8
20) CCC1(C)Cc2c(sc3nnn(CC(=O)Nc4ccccc4)c(=O)c23)CO1 (configuration not stated)
    0.8, -2.1, 1, 0.2, -4, -15, 1.0, 13, 11, ., -5
21) CCCOC(=O)C1=C(C)NC2=C(C(=O)CCC2)C1c1cc(OC)ccc1OC (configuration not stated)
    0.3, -1.2, 0, -3.8, -4, i, 0.9, -1, 6, 99, -1
22) COc1cc(/C=C/C(=O)N2CCCc3ccccc32)cc(OC)c1OC
    5.3, -0.4, 0, 1.0, 7, 14, 3.7, 18, 2, 95, -1
23) CCOc1cc(C(=O)Nc2ccncc2)cc(OCC)c1OCC
    -0.8, -0.5, 2, 1.9, -5, -7, 4.4, -5, 3, 96, -8
24) COc1ccccc1-c1nnc(N(C)C(=O)C2CCCO2)s1 (configuration not stated)
    0.1, 1.2, -1, -0.3, 15, -8, 2.4, 2, -7, 113, 11
25) O=C(CCNC(=O)c1ccc([N+](=O)[O-])cc1)NC1CCCCC1
    ., 0.1, -2, ., -1, ., 4.3, 8, -1, 100, -7
26) COCCCC1CCN(C(=O)c2cc(COc3cc(C)ccc3C)on2)CC1
    1.2, 2.0, 4, -1.6, 10, -12, 0.2, -14, -11, 96, -7
27) Cc1nc(SCC(=O)Nc2ccccc2Cl)c2c(C)c(C)sc2n1
    0.1, -1.6, 14, 0.9, 4, 2, -0.9, -39, 7, 109, -4
28) Cc1cccc(NC(=O)c2cc(NC(=O)C3CCCCC3C(=O)O)ccc2N2CCOCC2)c1 (configuration not stated)
    1.5, -4.2, -1, -1.0, -1, 98, -0.6, 9, 22, ., -10
29) Cc1ccc(NCc2nc3ccccc3n2C)cc1
    0.9, -0.8, -4, -2.0, 25, 2, 0.4, 14, 3, 108, 3
30) CCC(C(=O)NC1CCCC1)N(C(=O)Cn1nnc(-c2ccc(C)o2)n1)c1cnc2ccccc2c1 (configuration not stated)
    1.5, -0.3, 1, -1.3, 24, 7, 1.8, 19, 1, 103, -3

Complete entries, looked up by structure. Values in the order: AddAB inh	OPRM1-OPRD1 ag	HTR5A ag ctr	Ecoli viability	PfHsp90 set2	SUMO Mot1 rescue	phage Ecoli inh	HTR5A inv ag	OPRM1-OPRD1 inv	Pemphigus Ab inh	PKA-R1A act
COc1cc(/C=C/C(=O)N2CCCc3ccccc32)cc(OC)c1OC as listed: 5.3	-0.4	0	1.0	7	14	3.7	18	2	95	-1
O=C(CCNC(=O)c1ccc([N+](=O)[O-])cc1)NC1CCCCC1 as listed: .	0.1	-2	.	-1	.	4.3	8	-1	100	-7
Clc1ccc2nc(SCc3nnc(-c4ccccc4)o3)[nH]c2c1 as listed: 2.8	4.4	-2	-0.4	-24	650*	0.8	5	-21	98	3

Later entries.
Second line of a record – AddAB inh, OPRM1-OPRD1 ag, HTR5A ag ctr, Ecoli viability, PfHsp90 set2, SUMO Mot1 rescue, phage Ecoli inh, HTR5A inv ag, OPRM1-OPRD1 inv, Pemphigus Ab inh, PKA-R1A act
31) COC(=O)c1ccc(NS(=O)(=O)N(C)C)cc1
    3.7, -2.0, -4, -0.6, 25, -8, 0.5, 4, 11, 101, 7
32) CC(=O)c1ccc(N(C(=O)Cn2nnc(-c3ccccc3)n2)C(C(=O)NC2CCCCC2)c2ccccn2)cc1 (configuration not stated)
    2.9, -1.9, -2, -1.2, 10, -20, 1.1, 8, 10, 101, 7
33) Cn1c(=O)[nH]c(=O)c2c1nc(NN)n2CCOc1ccccc1
    -0.5, 1.4, 2, -3.6, -10, -4, 2.0, -7, -7, 102, 0
34) Cn1cnnc1SCC(C)(C)NS(=O)(=O)c1ccc(Cl)cc1
    2.7, 1.1, 4, -2.5, 11, -4, -1.2, 3, -9, 121, 2
35) COc1cc(/C=C(\C#N)C(=O)Nc2cccc3ncccc23)cc(OC)c1OC
    1.8, -0.6, 2, 0.4, -9, -7, 1.4, -9, 3, 97, -15
36) COc1ccccc1N1CCN(C(=O)c2cc(=O)c3c(C)cc(C)cc3o2)CC1
    -1.1, -3.0, 7, -0.4, -6, 21, -1.1, -26, 14, 109, 11
37) Cc1cccc(-n2c(SCC(=O)NCc3ccco3)nnc2-c2ccco2)c1
    1.4, 0.5, -8, 0.3, ., -11, 0.8, 18, -3, 101, 3
38) Cc1nonc1C(=O)N/N=C/c1cc2c(cc1Br)OCO2
    1.5, -1.3, 9, 0.3, -6, 442, 0.5, -15, 8, 86, -6
39) CCOC(=O)c1csc(NC(=O)CCSc2ccccc2)n1
    2.8, 3.2, 0, 0.8, -24, -4, 4.1, -29, -16, 98, -1
40) O=C(Nc1ccc(S(=O)(=O)Nc2ncccn2)cc1)C1CC(=O)N(c2ccc(Cl)cc2)C1 (configuration not stated)
    0.9, -2.3, 3, -0.8, -21, 14, 0.6, -7, 12, 114, -12
41) O=C(CN1CCc2ccccc21)NC(=O)NCc1ccco1
    -0.7, -2.3, -2, -2.7, ., 32, 1.6, 5, 14, ., -4
42) C=CCOC(=O)c1cn(CC)c2nc(C)ccc2c1=O
    1.4, -2.5, 3, -0.8, 32, ., 1.6, -10, 13, 107, -13
43) c1ccc(C2CNCCc3ccccc32)cc1 (configuration not stated)
    1.5, 2.7, 0, 0.1, 9, -8, 3.0, 1, -15, 93, -5
44) CC(=O)Nc1ccccc1Sc1ccccc1
    -0.1, -3.8, 1, 0.6, ., 1, 1.1, -2, 19, 99, -3

Reformatted screen by screen: part of the list above
41) O=C(CN1CCc2ccccc21)NC(=O)NCc1ccco1
42) C=CCOC(=O)c1cn(CC)c2nc(C)ccc2c1=O
screen / no.	41	42
AddAB inh	-0.7	1.4
OPRM1-OPRD1 ag	-2.3	-2.5
HTR5A ag ctr	-2	3
Ecoli viability	-2.7	-0.8
PfHsp90 set2	.	32
SUMO Mot1 rescue	32	.
phage Ecoli inh	1.6	1.6
HTR5A inv ag	5	-10
OPRM1-OPRD1 inv	14	13
Pemphigus Ab inh	.	107
PKA-R1A act	-4	-13
